MBD2 DNA inh = MBD2-methylated oligo binding inhibition | inhibition, % at 4.4 µM | TR-FRET, MBD2 binding to methylated oligonucleotide | 0.31% of 370,000 active | AID 686964 | Q9UBB5; in the data active = inhibition above about 13%
Target sequence (Q9UBB5 whole entry, looked up): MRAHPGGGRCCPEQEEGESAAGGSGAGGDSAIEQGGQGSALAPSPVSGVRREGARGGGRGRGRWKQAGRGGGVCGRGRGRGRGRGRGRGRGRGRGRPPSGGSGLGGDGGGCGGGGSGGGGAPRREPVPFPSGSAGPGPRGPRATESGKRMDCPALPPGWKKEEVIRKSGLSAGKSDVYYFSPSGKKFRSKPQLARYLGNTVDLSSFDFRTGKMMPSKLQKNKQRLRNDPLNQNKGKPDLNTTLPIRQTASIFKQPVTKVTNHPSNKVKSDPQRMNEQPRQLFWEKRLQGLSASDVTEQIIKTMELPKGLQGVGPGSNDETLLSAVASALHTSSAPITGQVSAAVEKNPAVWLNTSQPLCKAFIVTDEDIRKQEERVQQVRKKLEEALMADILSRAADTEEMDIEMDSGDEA
ABHD4 inh = inhibits mouse alpha/beta hydrolase domain 4; Q8VD66; purified mABHD4, FP-Rh probe fluorescence polarization; inhibition, % at 8.92 µM; 0.54% of 370,000 active; AID 720543;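 active = inhibition exceeding the mean over every tested compound plus 3 SD, cut at about 30% in these data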;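 also: 0% = plate median of compound wells and 100% = S159A mutant with DMSO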
Target sequence (Q8VD66 whole entry, looked up, the tested form may be a part): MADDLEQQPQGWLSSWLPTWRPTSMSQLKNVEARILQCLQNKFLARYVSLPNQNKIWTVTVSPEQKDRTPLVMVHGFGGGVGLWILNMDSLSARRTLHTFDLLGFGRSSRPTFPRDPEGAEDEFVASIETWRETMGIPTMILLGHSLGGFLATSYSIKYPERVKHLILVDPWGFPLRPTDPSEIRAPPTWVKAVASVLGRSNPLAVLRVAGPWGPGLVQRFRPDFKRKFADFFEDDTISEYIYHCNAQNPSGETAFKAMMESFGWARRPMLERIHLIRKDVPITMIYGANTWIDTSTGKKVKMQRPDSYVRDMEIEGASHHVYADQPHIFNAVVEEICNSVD
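Test system: mABHD4 protein | Buffer or medium: HEPES pH 7.0 buffer, 150 mM NaCl, 0.01% Pluronic F-127 | Probe or stimulus: FP-Rh fluorescent activity-based probe, added after compound pre-incubation | Timing: Pre-incubation 45 min, probe exposure 60 min, at 25 °C | Technique: Fluorescence polarization, excitation 525 nm, emission 598 nm, BODIPY TMR filters | Repeats: Single well per compound (singlicate)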
TDP2 absorb = TDP2 (human) inhibition, absorbance primary screen. O95551. recombinant TDP2, T5PNP hydrolysis, p-nitrophenol absorbance 415 nm. inhibition, % at 12.8 µM. 0.34% of 370,000 active. AID 720702;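 active = inhibition above the mean of all tested compounds plus 3 SD, set per campaign, cut at about 25% in these data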;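 also: 0% = DMSO with enzyme and 100% = buffer with substrate but no TDP2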
Target sequence (O95551 whole entry, looked up): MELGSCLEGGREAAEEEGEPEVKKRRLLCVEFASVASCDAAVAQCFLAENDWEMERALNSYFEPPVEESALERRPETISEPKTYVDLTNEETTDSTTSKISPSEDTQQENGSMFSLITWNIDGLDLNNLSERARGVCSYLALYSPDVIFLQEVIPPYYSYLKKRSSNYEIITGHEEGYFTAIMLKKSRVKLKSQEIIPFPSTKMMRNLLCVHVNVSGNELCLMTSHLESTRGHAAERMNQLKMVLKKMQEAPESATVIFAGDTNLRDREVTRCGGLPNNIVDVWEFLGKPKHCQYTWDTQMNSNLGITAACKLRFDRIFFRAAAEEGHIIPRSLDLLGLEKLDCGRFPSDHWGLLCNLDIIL
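Assay system: recombinant human TDP2 / Reagent: T5PNP substrate at 5 mM, a TopII-DNA adduct mimic / Measured by: epi absorbance from released p-nitrophenol / Evaluation: % inhibition relative to enzyme-containing and enzyme-free wells / Control set: enzyme-free and DMSO wells / Replicates: each compound tested once, singlicate / Schedule: enzyme reaction with compound for 2 h at 37 °C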
HTRA1 inhibitor = HTRA1 (human) protease inhibition; 0.5% of 340,000 active; Q92743; inhibition, % at 5.96 µM; AID 504803; recombinant HTRA1, FP-rhodamine activity-based probe, fluorescence polarization; in the data active = inhibition above about 36%;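 also: 0% = enzyme with DMSO and 100% = wells lacking enzyme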
TCR CD3 inh = human TCR-CD3 binding inhibition; TAMRA-labeled TCR probe fluorescence, biochemical; inhibition, % at 9.4 µM; 0.37% of 360,000 active; in the data active = inhibition above about 19%;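 also: recombinant mutant TCR 2C K166C tagged with TAMRA read by polarization; 0% = receptor in buffer alone and 100% = receptor with positive control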
SIAE primary = human SIAE inhibition, primary screen; Q9HAT2; SIAE FP-Rh probe binding, fluorescence polarization; 0.69% of 370,000 active; inhibition, % at 9.66 µM;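 active = inhibition above a cutoff: mean of compounds within the control limits plus 3 SD of those, cut at about 17% in these data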;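 also: 0% = plate median of compound wells and 100% = probe without SIAE protein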
rCAG RNA binder = r(CAG) repeat RNA binding; TO-PRO-1 dye displacement fluorescence; inhibition, % at 3 µM; 1.3% of 370,000 active; AID 651821;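 active = inhibition above the plate cutoff, the mean of all test compounds on that plate plus 3 SD, cut at about 35% in these data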;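 also: 0% = DMSO alone and 100% = 100 µM mitoxantrone as full dye displacement; higher means more dye released from RNA so lower well fluorescence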
LEDGF integ inh = blocks HIV-1 LEDGF/p75-dependent DNA integration; TR-FRET IN-LEDGF/p75 DNA integration, Eu/Cy5; inhibition, % at 3.7 µM; 0.64% of 370,000 active;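 active = inhibition above the screen-wide mean plus 3 SD, cut at about 13% in these data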;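 also: signal is the Cy5 over europium emission ratio at 671 and 618 nm; 0% = plate median of compound wells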
PRMT1 FP inh = blocks human protein arginine methyltransferase 1. Q99873. recombinant PRMT1, activity-based probe fluorescence polarization. inhibition, % at 2.79 µM. 1.3% of 370,000 active;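 active = inhibition above about 21% made by adding two undisclosed values, limit read from the data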
GC-B act = GC-B (human) receptor activation; activation, % at 10 µM; P20594; HEK293-GC-B cells, CNP EC30, cGMP TR-FRET; 0% at EC30 CNP, 100% saturating CNP; 0.11% of 370,000 active;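 active = activation at 10 µM reaching about 35% in either raw or pattern-adjusted values, limit read from the data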
An asterisk follows results filed as active; nt = not tested or not shown. The list is partial; rates above refer to the full screens.

SMILES	MBD2 DNA inh	ABHD4 inh	TDP2 absorb	HTRA1 inhibitor	TCR CD3 inh	SIAE primary	rCAG RNA binder	LEDGF integ inh	PRMT1 FP inh	GC-B act
CC1CCN(C(=O)CSc2nnc(N)s2)CC1	1	-1	21	7	-1	4	1	-1	-2	-1
C=CCC[C@H](Cc1ccc(F)cc1)C(=O)OC[C@@H](Cc1c[nH]c2ccccc12)NC(=O)[C@@H](CC=C)CC(=O)N[C@H](CO)Cc1ccccc1	1	-6	-5	-26	2	-11	1	-1	1	-4
Cc1cnc(C(=O)OC(C)C(=O)NC2CCCc3ccccc32)cn1 (centres undefined)	1	-7	-2	2	6	-6	0	4	-1	-5
COc1cccc(/C=N/NC(N)=S)c1OS(=O)(=O)c1ccccc1	-6	0	-5	-4	-5	-11	1	-1	4	-4
Cc1ccc(CNC(=O)c2nnn(CC(=O)Nc3cc(C)cc(C)c3)c2N)cc1	3	4	10	-25	5	-34	-1	2	-2	-1
CCC(=O)NCCc1nc2cc(NC(=O)c3ccc(F)cc3)ccc2n1C	4	-3	0	-6	-7	3	-1	-5	4	7
C#CCNC(=O)C1=C[C@@H](c2ccc(C(F)(F)F)cc2)C[C@@H](OCc2ccc(CO)cc2)O1	0	-11	-12	-34	3	-4	2	2	0	-2
CCc1ccc([C@@H]2CC=C(C(=O)O)[C@H](c3ccccc3)N2S(=O)(=O)c2ccc(C)cc2)cc1	-4	-3	3	-21	6	0	76*	3	-4	-6
[O-][n+]1c2ccccc2cc2ccccc21	-1	17	9	3	7	1	-4	1	5	3
c1ccn(-c2ncnc3sc4c(c23)CCCC4)c1	2	0	8	-8	8	-3	-1	-2	-2	-3
COc1cc2c(cc1OC)C(=O)N1[C@H]3c4cc(C)ccc4OC[C@@H]3[C@H](c3ccccc3)[C@]1(C)C(=O)N2	0	-1	-7	-22	3	-15	6	0	2	4
CC(=O)NC(Cc1c[nH]c2ccccc12)C(=O)NCCc1ccccn1 (centres undefined)	-1	-4	6	-5	0	-6	1	2	-3	-1
CCCC(=O)Nc1ccc(C(=O)NNC(=O)c2ccccc2Br)cc1	0	3	0	-1	-6	-4	5	-2	4	2
CC(=O)CC[N+](C)(C)C	2	0	-5	6	-1	5	0	1	-9	7
O=C(NCCCn1ccnc1)C(=O)c1c[nH]c2ccccc12	4	5	-4	8	-4	2	-3	-3	16	-1
CS(=O)(=O)c1ccc2nc(NC(=O)c3ccc(=O)[nH]c3)sc2c1	-2	-4	4	2	8	-10	6	-1	-3	6
COc1ccc(C(=O)NC(C(=O)OCC(=O)Nc2sccc2C(N)=O)C(C)C)cc1 (centres undefined)	2	-4	5	-8	-3	-2	1	4	1	0
CC(=O)C1=C(C)NC(=S)NC1c1cccc([N+](=O)[O-])c1 (centres undefined)	2	-2	14	-4	0	9	5	-1	-1	-1
CCC[C@H]1[C@@H](OC(=O)N2CCN(c3ccccc3)CC2)CC[C@@]23CCCN2C(=O)CCC[C@@H]13	4	4	2	nt	nt	4	nt	3	1	-5
Cc1cc(NC(=O)c2cc(-c3ccc(C)c(C)c3)nc3ccccc23)no1	-6	-16	2	-53	-2	-21	10	2	3	5
COc1cc(NC(=O)CCC(=O)c2cccs2)cc(OC)c1	2	0	2	-7	0	-5	8	4	-1	-3
O=C(Nc1ccc2c(c1)OCCO2)C(c1ccncc1)n1c(=O)c(-c2ccco2)nc2ccccc21 (centres undefined)	1	15	-1	nt	-2	10	16	7	6	4
COCCCNC(=O)c1ccc2c(=O)n(CC3CCCO3)c(=S)[nH]c2c1 (centres undefined)	4	-2	6	-4	9	4	-4	1	-1	-3
CC1CCCN(S(=O)(=O)c2ccc(NC(=O)c3cccc(-n4cnnn4)c3)cc2)C1 (centres undefined)	-4	-32	-12	-35	-5	-21	8	1	1	10
Cc1ccc(-n2c(SCC(=O)NC3CCS(=O)(=O)C3)nc3ccccc3c2=O)cc1 (centres undefined)	5	1	4	0	-2	1	-3	0	-1	1
Next section:
SMILES	MBD2 DNA inh	ABHD4 inh	TDP2 absorb	HTRA1 inhibitor	TCR CD3 inh	SIAE primary	rCAG RNA binder	LEDGF integ inh	PRMT1 FP inh	GC-B act
CCCCC1CC2=C(C(=O)OC(C)(C)O2)C(c2ccc(Cl)cc2)O1 (centres undefined)	4	-6	-7	nt	3	-2	-1	1	-3	-9
Cc1onc(-c2ccccc2)c1C(=O)N1CCCC(C(F)(F)F)C1 (centres undefined)	2	3	3	4	-6	4	-5	-1	-1	6
CC1(CCc2ccccc2)NC(=O)N(CC(=O)Nc2ccc(S(N)(=O)=O)cc2)C1=O (centres undefined)	2	-1	-9	-11	4	-4	0	3	-1	-4
Cc1ccc2c3c(cccc13)-c1ccccc1C2=O	1	-2	5	-25	9	-6	13	-4	6	-14
CCCNc1nc2c(c(=O)n(C)c(=O)n2C)n1CCCc1ccccc1	-3	7	13	1	-6	11	-7	-2	-1	13
COc1cccc(CN2CCSCC2)c1	5	0	1	4	5	-8	0	-3	1	2
C/C=C(/C)C(=O)Nc1cccc(C2=NOC3(C2)C[C@@H](C(N)=O)N(C(=O)CC)C3)c1 (some centres undefined)	0	-5	-4	1	-5	-2	2	-1	1	-1
CC(=O)Nc1ccc(S(=O)(=O)N2CCCC2)cc1	-1	-1	10	-1	-1	-2	-1	4	-3	-2
COc1ccc(CNCCC2(C(C)C)CCOC(C)(C)C2)cc1 (centres undefined)	-2	-2	-8	-7	4	-3	-4	1	-3	-6
CC(C)(C)c1ccc(CC(=O)N2CCC2(C)C(=O)O)cc1 (centres undefined)	-1	5	-10	nt	-8	-3	3	-2	-5	4
CCc1cccc(Nc2cnn(C34C[C@@H]5C[C@@H](CC(CC(=O)O)(C5)C3)C4)c(=O)c2Cl)c1	-6	-3	-7	-4	1	9	2	2	0	-2
COc1ccc(NC(=O)C2CCCN2S(=O)(=O)c2cccc3cccnc23)cc1OC (centres undefined)	-1	2	3	0	4	-4	-4	-1	2	1
COc1cc(NC(=O)CN(C)S(=O)(=O)c2ccc3c(c2)CC(C)N3C(C)=O)cc(OC)c1OC (centres undefined)	2	-2	6	1	3	3	-5	3	-3	-1
Cc1ccc(-c2nnn(CC(=O)Nc3ccccc3-c3ccccc3)n2)c(-n2cnnn2)c1	-2	-1	-1	-17	-4	0	5	4	-2	2
CCCn1ncc(CN2CCC(Oc3ccc(C(=O)N4CCCC4)cc3)CC2)c1C	-1	-1	2	2	7	-2	-6	-1	-5	1
COc1cc(C)nc(NC(=O)NC(=O)c2ccc(C(F)(F)F)cc2)n1	2	0	-2	2	0	-2	2	2	-1	-1
CC(C)(C)CC(C)(C)NCC(O)COc1ccc2c(c1)CCC2 (centres undefined)	3	9	2	2	2	1	3	1	1	-2
Oc1ccc(C[C@H]2CNC(=S)N2CC2CCCN2C[C@H](Cc2ccccc2)N2C[C@H](Cc3ccc(O)cc3)N(CCc3ccccc3)C2=S)cc1 (some centres undefined)	0	-51	-3	-108	1	-47	22	0	-1	-1
COCCNC(=S)N1CCC(c2nc(-c3ccc(N(C)C)cc3)no2)CC1	0	-1	-10	1	4	3	-4	5	-1	0
CN1CCN(C(=O)C(=O)c2cn(CC(=O)N3CCCCCC3)c3ccccc23)CC1	1	7	-6	7	9	0	4	4	-2	3
COc1ccc(C(=O)NCCNC(C)=O)cc1S(=O)(=O)NCc1ccc(Cl)cc1	0	4	-9	3	1	-4	1	-6	0	8
Cc1c(C)c2c(OCC(=O)O)cc3c(c2oc1=O)CCC(C)(C)O3	-5	-7	14	-6	-1	2	5	1	-3	3
O=C(c1nn(Cc2ccccc2)c(=O)c2ccccc12)N1CCN(C/C=C/c2ccccc2)CC1	-3	-11	-4	-4	-2	-2	5	1	1	3
O=C(Nc1sc2c(c1C(=O)NCc1ccco1)CCCC2)c1ccc2c(c1)OCO2	1	-6	-4	-26	3	-7	21	0	0	3
CC(=O)Nc1ccc(C(=O)COC(=O)CN2C(=O)NC3(CCCCC3C)C2=O)cc1 (centres undefined)	-5	-3	4	-8	3	-8	2	3	2	-5
Later entries
SMILES	MBD2 DNA inh	ABHD4 inh	TDP2 absorb	HTRA1 inhibitor	TCR CD3 inh	SIAE primary	rCAG RNA binder	LEDGF integ inh	PRMT1 FP inh	GC-B act
O=C1C(Oc2ccccc2)C(c2ccc3c(c2)OCO3)N1CCc1ccc(F)cc1 (centres undefined)	-1	6	-5	-6	3	1	0	4	3	-12
Cn1c(SCC(=O)NCc2ccc(F)cc2)nc2ccccc21	0	-3	8	0	-1	-3	-1	-4	8	0
O=C(N[C@@H](Cc1ccccc1)C(=O)OCc1ccccc1)c1nc[nH]c1C(=O)N1CCN(c2ccccc2)CC1	-9	-15	-12	-17	3	-4	1	-4	2	3
CCOc1ccc(C(=O)C(C)OC(=O)Cn2c(C)csc2=O)cc1 (centres undefined)	4	2	-1	5	1	-7	-2	1	-6	3
O=C1C=C(Nc2ccccc2)C(=O)c2ccccc21	-25	19	-6	17	4	-2	4	-2	1	-13
COc1ccc(-c2c(C)nn3c(-c4ccccc4)cc(C)nc23)cc1	-1	3	7	3	-6	-2	1	-3	5	1
COc1cccc(Cn2cnc(-c3ccccc3OC)c2C2CC2)c1	-1	-1	-3	nt	2	9	1	11	0	-1
Fc1ccc(-c2n[nH]c(=S)n2CC2CCCO2)cc1 (centres undefined)	1	11	-6	10	-4	-4	-1	-4	0	6
C[C@@H]1CN([C@@H](C)CO)C(=O)CCCn2nncc2CO[C@@H]1CN(C)S(C)(=O)=O	-2	2	-1	0	2	-3	2	-1	2	1

A different layout for nine compounds above:
molecule | MBD2 DNA inh | ABHD4 inh | TDP2 absorb | HTRA1 inhibitor | TCR CD3 inh | SIAE primary | rCAG RNA binder | LEDGF integ inh | PRMT1 FP inh | GC-B act
O=C1C(Oc2ccccc2)C(c2ccc3c(c2)OCO3)N1CCc1ccc(F)cc1 (centres undefined) | -1 | 6 | -5 | -6 | 3 | 1 | 0 | 4 | 3 | -12
Cn1c(SCC(=O)NCc2ccc(F)cc2)nc2ccccc21 | 0 | -3 | 8 | 0 | -1 | -3 | -1 | -4 | 8 | 0
O=C(N[C@@H](Cc1ccccc1)C(=O)OCc1ccccc1)c1nc[nH]c1C(=O)N1CCN(c2ccccc2)CC1 | -9 | -15 | -12 | -17 | 3 | -4 | 1 | -4 | 2 | 3
CCOc1ccc(C(=O)C(C)OC(=O)Cn2c(C)csc2=O)cc1 (centres undefined) | 4 | 2 | -1 | 5 | 1 | -7 | -2 | 1 | -6 | 3
O=C1C=C(Nc2ccccc2)C(=O)c2ccccc21 | -25 | 19 | -6 | 17 | 4 | -2 | 4 | -2 | 1 | -13
COc1ccc(-c2c(C)nn3c(-c4ccccc4)cc(C)nc23)cc1 | -1 | 3 | 7 | 3 | -6 | -2 | 1 | -3 | 5 | 1
COc1cccc(Cn2cnc(-c3ccccc3OC)c2C2CC2)c1 | -1 | -1 | -3 | nt | 2 | 9 | 1 | 11 | 0 | -1
Fc1ccc(-c2n[nH]c(=S)n2CC2CCCO2)cc1 (centres undefined) | 1 | 11 | -6 | 10 | -4 | -4 | -1 | -4 | 0 | 6
C[C@@H]1CN([C@@H](C)CO)C(=O)CCCn2nncc2CO[C@@H]1CN(C)S(C)(=O)=O | -2 | 2 | -1 | 0 | 2 | -3 | 2 | -1 | 2 | 1

From PubChem
